Screening results deposited in PubChem by several laboratories.
Arrestin-AP2 inh = human beta-arrestin and AP2 interaction inhibition; 340,000 compounds, 0.31% hits; FITC-arrestin peptide / GST-AP2 beads, flow cytometry; AP2 beta2 appendage carries R879A mutation; inhibition, % at 10 µM;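 active = inhibition above a set limit, near 3 SD of compounds lacking own fluorescence, cut at about 54% in these data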;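 also: plate controls were DMSO wells for no effect and 5 µM unlabelled arrestin peptide for full effect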
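System: GST-AP2 R879A glutathione beads | Also added: FITC-arrestin peptide, 50 nM | Times: 12 min plus 1 h, RT | Signal: Bead flow cytometry, FITC channel | Buffer or medium: PBS with 0.05% Tween 20 and 0.1% BSA | Read-out basis: Percent drop in bead-associated FITC signal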
phage Ecoli inh = E. coli growth loss with phage present. inhibition, % at 11.9 µM. growth absorbance. 360,000 compounds, 0.26% hits; in the data active = inhibition above about 11%
SUMO Mot1 rescue = SUMOylation pathway inhibition by Mot1-301 growth rescue; S. cerevisiae Mot1-301 growth rescue, ATP luminescence, 38.5C; percent above DMSO median, 100 means doubled; growth rescue, % at 18.8 µM; 320,000 compounds, 1% hits; AID 2716;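 active = every valid replicate shows activation above 250% relative to neutral control wells; inactive = the rest, any valid replicate at or below 250%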;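 also: OY570 slx delta 5 strain wells were the positive control but not used for scaling; some compounds called inactive have numbers as strong as hits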
DSG3 Ab inh = human desmoglein-3 autoantibody binding inhibition. P32926. binding (percent of control), % at 10 µM. DSG3-coupled beads, scFv-anti-DSG3-GFP binding, flow cytometry; active compounds read low. 310,000 compounds, 0.48% hits;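 active = binding more than 3 SD below its plate's average and above zero; inconclusive = below that plate limit but binding exactly zero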;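 also: hits lower antibody fragment binding to DSG3; some compounds called inactive have numbers as strong as hits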
PfHsp90 set2 = inhibits growth of yeast expressing Plasmodium falciparum Hsp90; S. cerevisiae expressing PfHsp90, BacTiter-Glo ATP, 48 h; yeast lacking PDR1 and PDR3 efflux regulators; inhibition, % at 9.4 µM; 310,000 compounds, 0.32% hits;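 active = every replicate shows inhibition above about 80%, whatever the replicate mean, limit read from the data; inconclusive = mean inhibition reaches the set limit but some replicate falls short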;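 also: 0% = DMSO neutral controls and 100% = 20 µM radicicol positive controls; yeast relying on Plasmodium falciparum Hsp90 in place of its own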
AddAB inh = less growth of phage-infected E. coli with AddAB; E. coli expressing H. pylori AddAB, absorbance growth; inhibition, % at 11.9 µM; 330,000 compounds, 0.29% hits; in the data active = inhibition above about 12%;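 also: 0% = vehicle wells of infected cells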
MOR-DOR inv ag = mu-delta opioid heterodimer inverse agonism; P35372+P41143; cell-based MOR-DOR heterodimer luminescence; inhibition, % at 9.3 µM; 340,000 compounds, 0.21% hits; AID 504357; in the data active = inhibition above about 22%, passing the limit was not always enough;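 also: 0% = cells with DMSO and 100% = wells without cells with DMSO; values of inactives mirror those of a sister screen read the other way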
Target sequence (P35372 whole entry, looked up): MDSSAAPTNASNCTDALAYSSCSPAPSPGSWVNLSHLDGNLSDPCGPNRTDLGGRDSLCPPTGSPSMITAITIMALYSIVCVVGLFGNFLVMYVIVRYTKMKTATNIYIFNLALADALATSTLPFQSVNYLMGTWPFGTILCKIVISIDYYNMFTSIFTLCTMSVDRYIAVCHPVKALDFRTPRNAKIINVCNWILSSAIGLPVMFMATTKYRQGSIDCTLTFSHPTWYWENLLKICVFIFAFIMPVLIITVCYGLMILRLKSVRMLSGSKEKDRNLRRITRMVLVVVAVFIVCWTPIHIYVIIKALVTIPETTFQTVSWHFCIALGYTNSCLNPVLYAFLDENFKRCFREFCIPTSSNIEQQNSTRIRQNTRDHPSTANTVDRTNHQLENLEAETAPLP
Target sequence (P41143 whole entry, looked up): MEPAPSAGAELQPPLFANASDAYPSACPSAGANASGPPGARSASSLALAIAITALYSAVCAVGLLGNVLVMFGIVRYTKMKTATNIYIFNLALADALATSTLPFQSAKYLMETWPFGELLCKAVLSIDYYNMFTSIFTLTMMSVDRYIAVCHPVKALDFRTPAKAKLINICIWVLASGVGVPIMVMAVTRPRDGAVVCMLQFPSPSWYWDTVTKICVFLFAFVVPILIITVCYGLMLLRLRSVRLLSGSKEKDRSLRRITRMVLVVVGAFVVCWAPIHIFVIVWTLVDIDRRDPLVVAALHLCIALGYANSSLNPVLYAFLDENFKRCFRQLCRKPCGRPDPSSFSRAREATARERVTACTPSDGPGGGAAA
Tat export inh = blocks Tat-dependent protein export in E. coli; E. coli MC4100 TorA-mCherry Tat export, fluorescence; inhibition, % at 10 µM; 340,000 compounds, 0.036% hits; AID 488895;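 active = mean replicate inhibition at least 50% and at least half of replicates individually reaching 50%; inconclusive = only one of the two criteria met; inactive = neither criterion met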;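 also: exported cargo escapes ClpAP degradation while cytoplasmic cargo is degraded and loses fluorescence; 0% = median of neutral control wells and 100% = median of NaSCN control wells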
MOR-DOR ag = OPRM1-OPRD1 heterodimerization agonism; AID 504326; activation, % at 9.3 µM; P35372+P41143; cells, luminescence; 340,000 compounds, 0.3% hits; in the data active = activation above about 18%;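 also: 0% = vehicle-treated cells and 100% = reference agonist; values of inactives mirror those of a sister screen read the other way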
E coli growth = reduces bacterial viability in AddAB counter-screen; E. coli V3065 growth, OD600 absorbance, 18 h; inhibition, % at 11.9 µM; 330,000 compounds, 0.27% hits;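 active = inhibition above the campaign's mean inhibition across all tested compounds plus 3 SD, cut at about 9.9% in these data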;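 also: uninfected addAB+ strain grown without phage in ampicillin broth; 0% = DMSO wells and 100% = ciprofloxacin 0.95 µg/ml wells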
PKA-R1A activ = PKA-R1A complex activation; P00514+P68181; PKA-R1A dissociation, Cy5-IP20 fluorescence polarization; scaled: DMSO 0%, 113 µM cGMP 100%; activation, % at 11.4 µM; 340,000 compounds, 0.083% hits;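 active = percent activation above the mean of all tested compounds plus 3 SD, cut at about 19% in these data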;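 also: higher means more PKAc released from R1A so a rise in polarization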
Numbers without * were called inactive; ? = inconclusive; / = no result given. This is a random part of the collection. About 2.8% of those tested had a hit in this group.

SMILES	Arrestin-AP2 inh	phage Ecoli inh	SUMO Mot1 rescue	DSG3 Ab inh	PfHsp90 set2	AddAB inh	MOR-DOR inv ag	Tat export inh	MOR-DOR ag	E coli growth	PKA-R1A activ
COc1cc([N+](=O)[O-])c(N2CCOCC2)c([N+](=O)[O-])c1OC	44	-1.5	-6	95	7	-0.9	14	2	-3.0	-1.9	1
Cc1nc(N2N=C(c3ccc(Cl)cc3)CC2c2ccco2)sc1C(=O)N(C)C (centres undefined)	15	0.0	-1	98	-27	-2.9	-5	0	0.9	-2.3	4
CC1CCc2nn(CC(=O)Nc3ccc(F)cc3F)cc2C1 (centres undefined)	28	0.9	12	107	-14	4.5	4	-4	-0.7	0.0	-2
CCOCCCNC(=O)CN1C(=O)COc2ccc(S(=O)(=O)N3CC(C)CC(C)C3)cc21 (centres undefined)	-9	1.7	17	/	-9	3.9	16	5	-3.1	-1.3	-7
CCCCN1C(=S)NC[C@@H]1Cc1ccc(O)cc1	0	2.5	25	106	-1	3.0	-7	-15	1.3	0.5	-7
Cc1c(-c2cc(C(=O)O)c3ccccc3n2)cnn1C	9	3.5	7	95	41	-0.3	0	-2	0.1	1.8	12
CC1(C)OCC(C2CC(c3ccccc3)NS(=O)(=O)O2)O1 (centres undefined)	33	1.8	-10	101	0	0.8	18	-3	-3.2	-2.2	-4
Nc1[nH]n2c(=O)cc(-c3ccccc3)nc2c1N=Nc1ccc(S(N)(=O)=O)cc1	13	4.9	2	106	-3	0.7	8	-14	-1.4	-1.1	2
CN(C)CCOCCOc1ccc(Cl)cc1Br	11	1.6	-3	103	-2	7.7	-8	2	1.5	-1.8	-8
CCCNC(=O)C1(CC2CC(c3ccccc3)=NO2)CCNCC1 (centres undefined)	0	4.6	-18	102	-6	1.0	6	-2	-1.0	1.1	-5
CC(C)(C)N(Cc1ccccc1)C(=O)c1cc2ccccc2o1	-6	-1.4	27	120	-19	2.7	-29	-9	6.0	2.4	4
CCOc1ccccc1C(=O)N1CCN=C1SC	-4	-0.9	-2	99	-5	0.0	12	2	-2.4	-1.4	6
COc1ccccc1C(=O)Nc1ccc2c(c1)nc1n2CCN(C2CCCCC2)C1	-6	1.8	6	/	0	-1.3	/	1	/	-1.6	-6
CC(C)n1nc(C(=O)NCCCN2CCCC2=O)c2ccccc2c1=O	-14	1.8	9	103	7	1.0	13	-17	-2.4	0.1	-3
CCn1nnc(-c2ccccc2NS(=O)(=O)c2ccc(C(=O)OC)cc2)n1	0	0.4	-14	92	0	-0.4	2	2	-0.4	-0.1	-8
COCCn1c(SCC(=O)Nc2cccc(NC(C)=O)c2)nc2c([nH]c3ccccc32)c1=O	-11	-0.6	25	99	-24	2.8	26	-7	-5.1	0.2	1
NS(=O)(=O)c1ccc(N/N=C/c2cn(-c3ccccc3)nc2-c2cccs2)c([N+](=O)[O-])c1	10	-1.1	-13	102	/	3.8	-2	14	0.3	-1.7	-8
Cc1c(C(=O)Nc2c(F)cccc2F)sc2ncn(CC(=O)N3CCCCC3)c(=O)c12	25	-0.1	22	/	-10	2.0	0	3	0.1	-1.8	2
CC(=O)C1=C(c2ccccc2)NC(=O)NC1c1ccc2c(c1)OCO2 (centres undefined)	0	1.9	-7	100	13	1.8	5	20	-1.1	-0.1	-7
Cc1c(NC(=O)c2ccccc2N)cccc1C(=O)O	1	4.8	-16	102	4	3.2	9	-4	-1.8	0.5	-8
O=C(Nc1ccc(F)cc1)c1ccc(Cn2cnnn2)cc1	8	0.5	-6	100	-3	0.8	5	0	-1.1	0.0	-7
CCCCCn1c(SCC(=O)c2ccccc2)nc2cc(C(=O)NCc3ccco3)ccc2c1=O	21	3.7	/	/	/	/	8	2	-1.6	/	2
Cc1ccccc1NC(=O)CCN1C(=O)c2ccccc2C1=O	12	3.2	18	114	12	-0.7	7	-1	-1.4	-0.7	-16
CSc1nc(O)c(C(c2ccccc2)c2c(O)nc(SC)[nH]c2=O)c(=O)[nH]1	-13	-0.5	-3	118	-1	1.3	7	8	-1.4	1.0	0
CCCOc1ccc(CNC(=S)NCc2ccc(OC(C)C)cc2)cc1	3	0.6	33	133	32	4.0	-20	1	3.6	0.2	-7

A few values from above.
`COc1ccccc1C(=O)Nc1ccc2c(c1)nc1n2CCN(C2CCCCC2)C1` in AddAB inh is listed with -1.3
`Cc1ccccc1NC(=O)CCN1C(=O)c2ccccc2C1=O` in SUMO Mot1 rescue is listed with 18

More entries
SMILES	Arrestin-AP2 inh	phage Ecoli inh	SUMO Mot1 rescue	DSG3 Ab inh	PfHsp90 set2	AddAB inh	MOR-DOR inv ag	Tat export inh	MOR-DOR ag	E coli growth	PKA-R1A activ
Cc1ccccc1NC(=O)N1CCCN(c2ccc(C#N)cn2)CC1	8	0.0	-9	102	15	0.0	8	-2	-1.6	-2.9	-6
CCCOc1ccc(N2CC(C(=O)NCCc3ccc(OC)c(OC)c3)CC2=O)cc1 (centres undefined)	3	3.8	-2	96	-7	3.3	13	-31	-2.5	-1.9	-2
CCOc1ccc(N2C(=O)CC(SC(=NC)Nc3cccc(F)c3)C2=O)cc1 (centres undefined)	-10	3.3	21	98	-13	-3.7	-29	1	6.0	1.0	-7
COc1ccc(Nc2nc(C)cc(=O)[nH]2)cc1	24	3.1	4	/	-15	0.8	13	7	-2.1	0.2	-5
CN(C)C(=O)NC(NC(=S)Nc1ccccc1)C(Cl)(Cl)Cl (centres undefined)	-12	3.0	-19	/	6	4.7	14	-9	-2.9	3.6	-1
O=c1cc(-c2ccccc2)c2ccccc2[nH]1	19	1.5	/	/	/	4.0	12	-1	-2.0	1.8	9
CCN(CC)S(=O)(=O)c1ccc(C(=O)Nc2ccc3c(c2)OCO3)cc1	7	5.0	-9	105	-19	3.5	7	7	-1.4	-0.4	6
COc1ccc(NC(=O)CCN2CCOCC2)c(OC)c1	2	0.4	4	100	-4	3.5	7	-10	-1.4	-1.1	-7
Cc1ccc(C)c(OCCC(=O)OCC(=O)c2ccc3c(c2)NC(=O)CO3)c1	4	2.7	0	107	13	2.4	-55	-2	8.5	-0.6	0
COc1ccc(-c2noc(CNC(=O)c3ccc4c(c3)OCO4)n2)cc1	-6	0.1	-12	101	-16	2.8	-15	-2	1.8	-1.6	-5
C#CCNC(=O)C1=C[C@@H](C2CCCCC2)C[C@@H](OCCCCO)O1	2	-0.2	-7	99	-5	0.3	7	-4	-1.2	-2.1	-12
O=Cc1ccc(OCC(=O)NCC2CCCO2)cc1 (centres undefined)	-1	2.5	5	94	8	2.7	7	16	-1.1	0.0	3
CC(C)n1cc(/C=C2/NC(=O)NC2=O)c2ccccc21	2	4.3	6	82	5	3.3	14	7	-2.7	0.2	-12
O=C(Nc1cccc(S(=O)(=O)N2CCOCC2)c1)C1CCCC1	13	1.8	3	95	-6	0.4	10	-10	-2.4	1.1	-8
Cc1cc(Cl)ccc1OCCCC(=O)OCC(=O)Nc1cccc(S(N)(=O)=O)c1	-7	6.7	2	100	1	-1.1	-4	5	1.0	-0.3	8
Cc1cc(C(=O)NC2CCCc3c2cnn3-c2ccc(C(C)(C)C)cc2)nn1C (centres undefined)	31	3.0	196	103	-12	-0.9	3	0	-0.5	0.2	-11
CN(C)c1ccc(/C=[N+](\[O-])C2N(c3ccccc3)C(=S)SC2(C)C)cc1 (centres undefined)	-12	1.8	-8	103	2	1.6	0	17	0.0	0.6	-12
Cc1ccc(C(=O)NC2CCS(=O)(=O)C2)cc1S(=O)(=O)N1CCCCCC1 (centres undefined)	-1	2.2	49	100	-18	2.8	12	13	-2.2	-0.2	-5
CCCN1Cc2cccc(C(=O)NCc3ccccc3OC)c2C1=O	21	0.1	8	103	/	3.5	10	-3	-1.6	0.3	0
CCC[C@@H]1C[C@@H](C(=O)N[C@H]([C@@H](C)O)[C@H]2O[C@H](SC)[C@H](O)[C@@H](O)C2O)N(C)C1 (some centres undefined)	16	5.2	259	/	11	3.9	-4	?	0.7	4.5	11
O=c1cc(CN2CCN(Cc3ccccc3)CC2)c2ccc(O)c(O)c2o1	35	2.8	121	/	-18	0.7	-13	-4	2.7	-2.8	-2
Cc1cc(C)c(C2=CC(=O)C[C@H](c3ccc4c(c3)OCO4)C2)c(C)c1	4	2.9	92	101	-5	-1.0	-13	-6	2.9	0.8	-15
CS(=O)(=O)c1nc(S(=O)(=O)c2ccc(Cl)cc2)c(N2CCC(O)CC2)s1	-4	0.2	7	97	19	3.4	26	-4	-5.0	-4.2	-4
O=C(Cc1ccc(-c2ccccc2)cc1)OCC(=O)N1CCCC1=O	-9	3.0	38	101	-25	-2.2	2	5	-0.3	-0.2	2
O=C(O)CCCC(=O)N1CCN(c2nc(-c3ccccc3)c3ccccc3n2)CC1	-8	1.9	-14	99	9	0.1	12	-1	-2.4	-3.6	-19
C=CCn1c(COc2ccc(Cl)cc2)nnc1SCC(=O)Nc1ccc(S(N)(=O)=O)cc1	-5	5.5	35	110	-32	2.4	12	0	-2.2	0.8	-4

Six successive compounds already listed:
SMILES	Arrestin-AP2 inh	phage Ecoli inh	SUMO Mot1 rescue	DSG3 Ab inh	PfHsp90 set2	AddAB inh	MOR-DOR inv ag	Tat export inh	MOR-DOR ag	E coli growth	PKA-R1A activ
COc1ccc(NC(=O)CCN2CCOCC2)c(OC)c1	2	0.4	4	100	-4	3.5	7	-10	-1.4	-1.1	-7
Cc1ccc(C)c(OCCC(=O)OCC(=O)c2ccc3c(c2)NC(=O)CO3)c1	4	2.7	0	107	13	2.4	-55	-2	8.5	-0.6	0
COc1ccc(-c2noc(CNC(=O)c3ccc4c(c3)OCO4)n2)cc1	-6	0.1	-12	101	-16	2.8	-15	-2	1.8	-1.6	-5
C#CCNC(=O)C1=C[C@@H](C2CCCCC2)C[C@@H](OCCCCO)O1	2	-0.2	-7	99	-5	0.3	7	-4	-1.2	-2.1	-12
O=Cc1ccc(OCC(=O)NCC2CCCO2)cc1 (centres undefined)	-1	2.5	5	94	8	2.7	7	16	-1.1	0.0	3
CC(C)n1cc(/C=C2/NC(=O)NC2=O)c2ccccc21	2	4.3	6	82	5	3.3	14	7	-2.7	0.2	-12

Single records, from the list above:
Profile of `O=C(Nc1cccc(S(=O)(=O)N2CCOCC2)c1)C1CCCC1` : Arrestin-AP2 inh = 13; phage Ecoli inh = 1.8; SUMO Mot1 rescue = 3; DSG3 Ab inh = 95; PfHsp90 set2 = -6; AddAB inh = 0.4; MOR-DOR inv ag = 10; Tat export inh = -10; MOR-DOR ag = -2.4; E coli growth = 1.1; PKA-R1A activ = -8
Profile of `CCCN1Cc2cccc(C(=O)NCc3ccccc3OC)c2C1=O` : Arrestin-AP2 inh = 21; phage Ecoli inh = 0.1; SUMO Mot1 rescue = 8; DSG3 Ab inh = 103; PfHsp90 set2 = /; AddAB inh = 3.5; MOR-DOR inv ag = 10; Tat export inh = -3; MOR-DOR ag = -1.6; E coli growth = 0.3; PKA-R1A activ = 0
